Screens from PubChem BioAssay.
mcGAS MS inh = mouse cGAS inhibition by mass spec. Q8C6L5. recombinant mouse cGAS, cGAMP by RapidFire MS. inhibition, % at 12.5 µM. actives 0.18% (n = 130,000);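 active means inhibition of cGAS enzyme activity at or above 60%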;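 further: enzyme stimulated by 45 bp dsDNA with ATP and GTP substrates; cGAMP share of summed cGAMP plus half ATP and half GTP signals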
Target sequence (Q8C6L5 whole entry, looked up): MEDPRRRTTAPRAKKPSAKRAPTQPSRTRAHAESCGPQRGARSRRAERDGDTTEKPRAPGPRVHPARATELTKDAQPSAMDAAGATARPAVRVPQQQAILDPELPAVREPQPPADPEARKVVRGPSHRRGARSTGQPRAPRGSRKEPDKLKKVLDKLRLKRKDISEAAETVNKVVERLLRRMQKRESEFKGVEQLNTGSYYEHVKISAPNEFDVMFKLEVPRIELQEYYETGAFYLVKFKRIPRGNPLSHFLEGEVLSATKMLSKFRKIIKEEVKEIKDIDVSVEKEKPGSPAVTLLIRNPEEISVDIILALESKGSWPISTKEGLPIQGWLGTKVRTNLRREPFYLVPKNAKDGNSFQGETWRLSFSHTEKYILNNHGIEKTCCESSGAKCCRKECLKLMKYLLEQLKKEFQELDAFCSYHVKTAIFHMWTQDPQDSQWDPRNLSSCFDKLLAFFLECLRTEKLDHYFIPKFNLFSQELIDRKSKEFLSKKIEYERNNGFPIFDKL
Active calls of the source: *; & = joins results of further samples. Only part of the results is shown (hit frequency here may not be typical).

SMILES | mcGAS MS inh
CC(C)C1=NOC(C(=O)N2CCC(c3cc(C(C)C)n[nH]3)CC2)C1 (configuration not stated) | -4
O=C(NCCn1ccc2ccccc21)C12CC3CC(CC(C3)C1)C2 | -6
O=C(Nc1ccc2c(c1)OCO2)C1CCN(C(=O)CSc2ccc(F)cc2)CC1 | -7
Cn1cc(S(=O)(=O)N2CCCC2)cc1C(=O)Nc1ccc(F)cc1 | -6
COCCn1c(CN2CCOCC2)nc2c1c(=O)[nH]c(=O)n2C | -3
N#Cc1ccc(C(=O)N2CCN(Cc3ccco3)CC2)cc1 | -8
Cc1cccc(C2(C(=O)N(C)CC(N)=O)CCCC2)c1 | -5
COc1cc(OC)cc(C(=O)Nc2c(C)nc3cc(C)ccn3c2=O)c1 | 9
CCn1ccnc1COc1c(OC)cc(C)cc1OC | -2
Cc1oc2nc[nH]c(=O)c2c1C(=O)OC(C)C(=O)N1CCOCC1 (configuration not stated) | -31
CCOCC(O)COc1ccc(NC(=O)CC[S+](C)C)cc1 (configuration not stated) | -9
Cc1nsc(NC(=O)NC2CCc3ccccc3C2)n1 (configuration not stated) | -16
COCCn1c(SCc2ccc(Cl)s2)nc(C)c1C | 9
CCOc1ccccc1-n1c(=O)[nH]c2c(C(N)=O)nc(-c3cccc(OCC)c3O)nc21 | -5
O=C(CNC(=O)c1cccs1)NCc1ccco1 | -6
CCC(NC(=O)Cn1cc(NC(=O)Cc2ccccc2OC)cn1)c1cccs1 (configuration not stated) | -6
Cc1nnc(SCC(=O)NC(=O)NC(C)C)s1 | 19
c1ccc(-c2noc3c2CN(Cc2nnc(-c4cccnc4)o2)CC3)cc1 | -14
COCCCN1C(=O)NC(Cc2cccc(F)c2)(C2CCNCC2)C1=O (configuration not stated) | -5
CN1C(=O)C=C(Nc2cccc(OCCO)c2)C1=O | -18
CN(C)S(=O)(=O)c1cccc(C(=O)Nc2cc(F)cc(F)c2)c1 | -8
O=C(O)CC[n+]1c(CC=Nc2ccccc2)oc2ccccc21 | -30
COC(=O)c1cccc(CN2CCC(c3ccncc3)CC2)n1 | 1
O=C(Nn1c(-c2ccco2)n[nH]c1=S)C1CC1c1ccccc1Cl (configuration not stated) | -5

Two records picked at random from the list so far, as already listed:
SMILES | mcGAS MS inh
O=C(O)CC[n+]1c(CC=Nc2ccccc2)oc2ccccc21 | -30
O=C(Nn1c(-c2ccco2)n[nH]c1=S)C1CC1c1ccccc1Cl (configuration not stated) | -5

Continued:
SMILES | mcGAS MS inh
O=C(CCC1CCN(C(=O)C2=CCCC2)CC1)N1CCN(c2ccccc2)CC1 | -14
CC(=O)Nc1cc(-c2ccccc2)nn1-c1ccc(C(=O)NCc2cccc(F)c2)cc1 | 7
CNc1cncc(-c2ccccc2)n1 | -8
O=C(NCCC1CCCC1)c1ccc2c(c1)OCCCO2 | -9
O=C1C(O)=C(O)C(=O)C(O)=C1O | 4
COc1cccc(-c2nc3n(n2)C(c2cccs2)C(C(=O)Nc2ccccc2OC)=C(C)N3)c1 (configuration not stated) | -4
O=C(O)C=CC(=O)NCCC1=CCCCC1 | -5
Cc1cc(OCC(=O)N2CCCCC2CCCc2ccccc2)no1 (configuration not stated) | -14
Cc1occc1C(=O)NCc1ccccc1COC(C)C | -18
O=c1oc2ccccc2c2c1nc(C(F)(F)F)n2-c1ccccc1 | -16
CN1CC2(CCCN(C(=O)CCc3ccccn3)CC2)OC1=O (configuration not stated) | 9
CN1CCCn2nc(C(=O)NCCSc3nnnn3C)cc2C1 | -9

Given in CSV form: part of the list above.
structure,mcGAS MS inh
c1ccc(-c2noc3c2CN(Cc2nnc(-c4cccnc4)o2)CC3)cc1,-14
COCCCN1C(=O)NC(Cc2cccc(F)c2)(C2CCNCC2)C1=O (configuration not stated),-5
CN1C(=O)C=C(Nc2cccc(OCCO)c2)C1=O,-18
CN(C)S(=O)(=O)c1cccc(C(=O)Nc2cc(F)cc(F)c2)c1,-8
O=C(O)CC[n+]1c(CC=Nc2ccccc2)oc2ccccc21,-30
COC(=O)c1cccc(CN2CCC(c3ccncc3)CC2)n1,1
O=C(Nn1c(-c2ccco2)n[nH]c1=S)C1CC1c1ccccc1Cl (configuration not stated),-5
O=C(CCC1CCN(C(=O)C2=CCCC2)CC1)N1CCN(c2ccccc2)CC1,-14
CC(=O)Nc1cc(-c2ccccc2)nn1-c1ccc(C(=O)NCc2cccc(F)c2)cc1,7
CNc1cncc(-c2ccccc2)n1,-8
O=C(NCCC1CCCC1)c1ccc2c(c1)OCCCO2,-9
O=C1C(O)=C(O)C(=O)C(O)=C1O,4
COc1cccc(-c2nc3n(n2)C(c2cccs2)C(C(=O)Nc2ccccc2OC)=C(C)N3)c1 (configuration not stated),-4
O=C(O)C=CC(=O)NCCC1=CCCCC1,-5
Cc1cc(OCC(=O)N2CCCCC2CCCc2ccccc2)no1 (configuration not stated),-14
Cc1occc1C(=O)NCc1ccccc1COC(C)C,-18
O=c1oc2ccccc2c2c1nc(C(F)(F)F)n2-c1ccccc1,-16
CN1CC2(CCCN(C(=O)CCc3ccccn3)CC2)OC1=O (configuration not stated),9
CN1CCCn2nc(C(=O)NCCSc3nnnn3C)cc2C1,-9

(continued)
SMILES | mcGAS MS inh
CCCNC(=O)c1cc(S(=O)(=O)NC(C)CCC)c(Cl)cc1Cl (configuration not stated) | -22
CC(=O)NC(C(=O)OCc1nc(-c2ccc(C)cc2)no1)C(C)C (configuration not stated) | -39
NC(=O)C1CCN(C(=O)C2CCN(S(=O)(=O)N3CCOCC3)CC2)CC1 | -8
CCOC(=O)CSc1nnc(Cn2c(=O)sc3ccccc32)n1C | 4
COCCn1c(SC(C)C(=O)NC(N)=O)nc2ccccc21 (configuration not stated) | -7
COC(=O)C1CCCCN1CC(=O)NC1CCCCC1 (configuration not stated) | -4
COc1ccc(Nc2nc(N3CCN(c4ccccc4F)CC3)nc3[nH]ncc23)cc1 | -6
CCCCOc1cc(C=C2N=C(c3cc(OC)c(OC)c(OC)c3)OC2=O)ccc1OC | -8
CC(C)(C)C(=O)Nc1ccccc1COC(=O)C(C)(C)C | -6
CCNC(=O)c1cc(-c2ccccc2)c(N2CCOCC2)s1 | -9
CC1=NN(CC(=O)N(C)CCC(C)(C)O)CC1 | -3
Cc1cc(CNC(=O)CC2CN(C)CCN2C)c2[nH]c(-c3ccccc3)c(C)c2c1 (configuration not stated) | -4
COc1ccc(C(N)=S)cc1 | -3
N#Cc1ncn(Cc2nc3ccccc3n2C(F)F)n1 | 3
COCCN(Cc1ccc(C)cc1)Cc1nn(C)cc1Cl | -5
CC(C)CN(C(=O)C1CCCC1)C1CCS(=O)(=O)C1 (configuration not stated) | -9
CC(C)NC(=O)NNC(=O)c1cccn(Cc2cccc(F)c2)c1=O | -4
CC1CN(Cc2cccc(CN)c2)CC(C)O1 (configuration not stated) | -6
CC1=C(n2cnc([N+](=O)[O-])n2)C(c2ccccc2)C(C#N)C(=N)O1 (configuration not stated) | -6
CN(C)CCC[C@H]1c2ccccc2Sc2ccccc2[C@@H]1C#N | -8
CC(OC(=O)c1ccc(N2CCCC(C(N)=O)C2)cc1)c1cnc2ccccc2c1 (configuration not stated) | -5
Cn1cc(NC(=O)CN2CCC(N3CCCC(C(=O)NC4CC4)C3)CC2)cn1 (configuration not stated) | -2
COc1ccc(C(NC(=O)C2CCN(CCOc3ccc(F)cc3)CC2)c2ccccc2C)cn1 (configuration not stated) | -1
Cc1ccccc1N=Cc1c(C(F)(F)F)[nH]n(-c2nc3ccccc3s2)c1=O | 69*
CCn1ccnc1SCc1cccc(OCC(F)(F)F)c1 | 12
CC(C)(C)c1cc(CN2CCn3cncc3C2)[nH]n1 | -15
O=C1NCC2(CCCN(c3nnnn3-c3ccccc3)CC2)O1 (configuration not stated) | 4
Cc1ccc(N2C(=O)N(Cc3ccccc3C#N)C(=O)C2C)cc1 (configuration not stated) | -8
Cc1sc2ncn(CC(=O)C34CC5CC(CC(C5)C3)C4)c(=O)c2c1C | -13
Cc1nn(C)c(C)c1CN(C)C(=O)C1(C)CC1(Br)Br (configuration not stated) | -10
c1cnc2sc(N3CCN(C4CCCCC4)CC3)nc2c1 | -4
Cc1nn(-c2ccccc2)c(Cl)c1C=C1C(=O)c2ccccc2C1=O | -2
Cc1c(C(=O)NCc2cccc(Cl)c2)sc(=O)n1Cc1ccncc1 | -1
CN(Cc1cccc(O)c1)c1nccc(CCC(F)(F)F)n1 | -9
COc1ccccc1CCNC(=O)Cn1nc(C(=O)N2CCN(C)CC2)cc1C | -3
N#Cc1c(NC=CC(=O)C(F)(F)F)sc2c1CCCC2 | 1
CN(Cc1ccc2c(c1)OCO2)C(=O)c1c[nH]cc1-c1ccc(Cl)s1 | -8
CC(Cc1nc2ccccc2s1)(C(=O)N1CCOCC1)c1ccccc1 (configuration not stated) | 0
Cc1nccn1CCN(C)c1cc(NC2CC2)nc(N)n1 | -14
C/C(=C/C(=O)N1CCCCC1C(=O)Nc1ccc(Cl)cc1Cl)C1CC1 (configuration not stated) | 2
CCCN(C(=O)c1ccc(=O)n(C)c1)c1ccc(Cl)cc1 | -41
CC1(N)CCS(=O)(=O)C1 (configuration not stated) | -6
Cc1ccc(Nc2nnc(SCC(C)C)s2)cc1 | -12
O=C(C1CC1c1ccc(Br)cc1)N1CCCCC1 (configuration not stated) | -10
Cn1cnnc1SCCNC(=O)c1ccc(Cl)cc1 | -7
CN1OCC(S(=O)(=O)NCc2ccco2)C1c1ccccc1Cl (configuration not stated) | -3
Cc1cc(OCC(=O)NNC(=O)/C=C\c2ccc(Cl)cc2)cc(C)c1Cl | -5
c1ccc(-c2nc3c([nH]2)CCc2nonc2-3)cc1 | -2
Cc1ccc(C)c(C(C)NC(=O)CCc2c(C)nc3nc(N)nn3c2C)c1 (configuration not stated) | -15
COC(=O)CC1(CS(=O)(=O)NCc2ccccc2F)CC1 | -5
CC(C)(C)NC(=O)c1ccc(C(=O)N2CCCC2c2cccs2)cc1 (configuration not stated) | -1
CC1SC(=NC(=O)N2c3ccccc3Sc3ccccc32)NC1=O (configuration not stated) | -2
Cc1nc(Cc2nn(CN3CCN(c4ccccc4)CC3)c(=S)o2)cs1 | -2
CC(C)(C(N)=O)/[N+]([O-])=C\c1ccccc1 | -8
CCn1c(CN2CC(C)OC(C)C2)nc2cc(S(=O)(=O)N(C)C)ccc21 (configuration not stated) | -9
O=C(NCC1CCCN(Cc2ccc3c(c2)OCCO3)C1)c1ccco1 (configuration not stated) | -8&-3
Cc1ccc(C)c(CN2CCN(c3nc4c(c(=O)[nH]c(=O)n4C)n3Cc3cc(C)ccc3C)CC2)c1 | -4
CNC(=O)c1cc2c(=O)n3cccc(C)c3nc2n1C | -5
CC(NC(=O)CNC(=O)COc1ccccc1)c1ccc(Br)cc1 (configuration not stated) | -4
COc1c(Br)cc(Br)cc1C(=O)NC(=S)NNC(=O)c1ccncc1 | -6

Continued:
SMILES | mcGAS MS inh
CC1CCc2[nH]nc(C(=O)N(C)C3Cc4ccccc4C3)c2C1 (configuration not stated) | -14
CCCN(Cc1ccccc1)CC(O)c1cccc(Br)c1 (configuration not stated) | -12
COc1ccccc1/C=C/[C@@H]1C[C@H]2CN(Cc3cccc(Cl)c3)C(=O)[C@]23CCCN13 | -13
Cc1ccc(S(=O)(=O)N2CCN(c3ccccc3[N+](=O)[O-])CC2)cc1 | -2
O=C(Nc1ccccc1)N1CCCN(c2ccc(C(F)(F)F)cn2)CC1 | -2
CCCS(=O)(=O)N(C)C(=O)c1ccc(CC)o1 | -8
CC(C)OCCCn1c(N/N=C2\CCCCC2C)nc2ccccc2c1=O (configuration not stated) | -4
CC1(OCC#CCN2CCOCC2)COC(C)(OCC#CCN2CCOCC2)OC1 (configuration not stated) | -5
C#CCNC(=O)CCNC(=O)N1Cc2ccccc2C1 | -15
COc1ccc(-c2n[nH]c(CNC(=O)C3CC=CCC3)n2)cc1 (configuration not stated) | -2
N#CC1(c2ccccc2)CCN(C(=O)CN2C(=O)C(Oc3ccccc3)C2c2ccccc2)CC1 (configuration not stated) | -6
CCONC(=O)c1cc(C)ccc1O | -3
CN(Cc1cccc(C(=O)Nc2ccc(F)cc2F)c1)Cc1ccno1 | -12
CN(C(=O)C1CC1)c1ccccc1C(=O)NCC1Cc2ccccc2O1 (configuration not stated) | -1
CC(C)c1ccc(CN(CC#N)C(C)C)cc1 | 7
Cc1ccc(NC(=O)CCNC(=O)c2sc(C(C)C)nc2C)c(C)c1 | -17
Cc1ccc2c(c1)c(CNC(=O)CSc1nnc(N)s1)nn2C | -1
COc1ccc(C(=O)C2CCCN(C(=O)c3cccnc3OC)C2)c(C)c1 (configuration not stated) | -7
Cc1nc(CCNC(=O)CC2C(=O)NCCN2Cc2ccccc2)sc1C (configuration not stated) | -5
CCc1nc(N2CCC(C)CC2)c(C#N)c2c1COC(C)(C)C2 | -18
O=C1c2ccccc2C(=O)N1OCCOCCOCCBr | -8
NCCOc1ccc2ccccc2n1 | -10
CC(C)C(CNC(=O)c1ccc2c(c1)COC2)Nc1ccccc1 (configuration not stated) | -6
CCOC1CC(N(C)c2c(C#N)c(=O)n(C)c(=O)n2C)C1(C)C (configuration not stated) | -3
O=C(c1ccccc1)N1CCN(Cc2ccc(C3CCCCO3)o2)CC1 (configuration not stated) | -15
Cc1nn(C)c(C)c1CN(C(=O)CCc1nnc(Cc2c[nH]c3ccccc23)o1)C(C)C | -5&-2
CCN1CCN(C(c2ccc(C)cc2)C2Sc3nc(C)nn3C2=O)CC1 (configuration not stated) | -8
CCOc1cccc(CNc2nnnn2C)c1OCc1ccccc1 | -1
COc1ccccc1CN1C(=O)C(C)Oc2ccc(C#N)cc21 (configuration not stated) | 30
O=C(OCc1cc(-c2cccs2)on1)c1ccccc1S(=O)(=O)C(F)F | -7
COc1cc(NC(=O)C2(C)CCCN2C(=O)C(C)C)cc(OC)c1OC (configuration not stated) | -7
Cc1nc(C2CN(CC(=O)N(C)C3(C#N)CCCCC3)CCO2)n[nH]1 (configuration not stated) | -4
O=c1oc2ccc(O)cc2c2c1NCCC2 | -26
Cc1noc(C)c1CNc1cc(S(C)(=O)=O)ccc1F | -6
CCc1cc(C(=O)NC2CC(=O)N(Cc3ccccc3Cl)C2)ccn1 (configuration not stated) | -14
O=C(NC1CC1)C1CCN(CCOc2ccc(Cl)cc2Br)CC1 | -1
CCCCn1c(=O)c2c(nc3n(CCN4CCOCC4)c(C)cn23)n(C)c1=O | -7
CC1(C(=O)NCc2cccc3ccccc23)CCN1Cc1ccccc1OC(F)F (configuration not stated) | -5
